NCI-60 one-dose screen, 48 h, at 10 µM unless noted. Numbers give growth in % (100 = growth as untreated, 0 = no growth, -100 = all killed).
OVCAR-4: OVCAR-4 ovarian cancer cells; 3.7% of 80,000 active; AID 1794784
OVCAR-5: OVCAR-5 ovarian cancer | AID 1794783 | 2.9% of 82,000 active
SN12C: SN12C renal cancer cells; 3.8% of 81,000 active; AID 1794767
IGROV1: IGROV1 ovarian cancer. 4.7% of 79,000 active. AID 1794786
NCI-H23: NCI-H23 lung cancer; AID 1794731; 4% of 80,000 active
SK-OV-3: SK-OV-3 ovarian cancer cells; 3.2% of 80,000 active; AID 1794785
NCI/ADR-RES: NCI/ADR-RES ovarian cells | 4.4% of 81,000 active | AID 1794790
OVCAR-3: OVCAR-3 ovarian cancer; 7% of 79,000 active
NCI-H226: NCI-H226 lung cancer; 3.5% of 79,000 active
An asterisk follows results filed as active; nt = not tested or not shown; & = joins results of further samples. Rule for the calls: active = growth percent below 10; inactive = the rest.

SMILES	OVCAR-4	OVCAR-5	SN12C	IGROV1	NCI-H23	SK-OV-3	NCI/ADR-RES	OVCAR-3	NCI-H226
Cc1ccc(S(=O)(=O)N2C/C(=C\c3c(Cl)cccc3Cl)C(=O)/C(=C/c3c(Cl)cccc3Cl)C2)cc1	85	103	86	104	98	94	91	84	98
COc1ccc2[nH]c(=O)cc(-n3ncc(C(C)=O)c3C)c2c1	94	101	107	97	102	92	99	104	93
O=C(CSc1nnc(-c2cnccn2)n1-c1ccccc1)c1ccccc1	92	103	88	91	99	93	106	98	93
CSC[C@H](NC(=O)COc1cccc2cnccc12)C(=O)NC(Cc1ccccc1)C(O)C(=O)N1CSC[C@H]1C(=O)NC(C)(C)C (stereo not given in full)	nt	92	102	nt	106	115	106	101	105
CC(=O)Nc1c(Cl)cc2c(c1Cl)Cc1ccccc1-2	100	85	91	93	92	113	103	105	91
CCN(CC)CCNC(=O)c1c(C)[nH]c(/C=C2\C(=O)Nc3cc(NC(=O)NC(=O)c4ccc(OC)cc4F)ccc32)c1C	111	120	97	99	103	129	88	111	108
CCN(CC)CCNc1ncnc2c1cnn2-c1ccc(Cl)cc1	91	90	81	nt	76	100	91	63	100
Cc1cccc2c(=O)c3c(sc12)c(Cl)nc1ccccc13	102	94	94	68	91	nt	99	98	nt
O=C(Sc1ccc(Cl)cc1)c1ccc(Cl)cc1	109&97	120&118	81&73	95&96	99&100	120&117	102&95	113&115	104&85
COc1ccc(C(=O)c2cc(C(C)=O)c3cc(N(C)C)ccn23)cc1OC	97	97	84	92	96	87	92	nt	81

Reprinted at random: 3 compounds from above.
SMILES	OVCAR-4	OVCAR-5	SN12C	IGROV1	NCI-H23	SK-OV-3	NCI/ADR-RES	OVCAR-3	NCI-H226
CCN(CC)CCNC(=O)c1c(C)[nH]c(/C=C2\C(=O)Nc3cc(NC(=O)NC(=O)c4ccc(OC)cc4F)ccc32)c1C	111	120	97	99	103	129	88	111	108
Cc1cccc2c(=O)c3c(sc12)c(Cl)nc1ccccc13	102	94	94	68	91	nt	99	98	nt
O=C(Sc1ccc(Cl)cc1)c1ccc(Cl)cc1	109&97	120&118	81&73	95&96	99&100	120&117	102&95	113&115	104&85

Later entries.
SMILES	OVCAR-4	OVCAR-5	SN12C	IGROV1	NCI-H23	SK-OV-3	NCI/ADR-RES	OVCAR-3	NCI-H226
CCCC(O)CN (stereo not given)	107	105	102	106	103	104	109	116	96
Cc1cc2c(C(C)C)c(O)c(O)cc2c2c1-c1c(C)cc3c(C(C)C)c(O)c(O)cc3c1OP(=O)(O)O2	87	90	96	95	96	95	95	99	99
O=C(N/N=C/c1ccnc2ccccc12)c1cc(O)c(O)c(O)c1	94	98	102	114	102	97	106	106	97
COc1cc(-c2csc(NC(=O)Nc3cccc(C(F)(F)F)c3)n2)cc(OC)c1OC	30	80	nt	60	28	81	26	38	56
O=C1N=c2ccccc2=C/C1=C\c1sc(=O)[nH]c1O	106&113	102&113	101&101	104&104	98&95	108	104&102	107&99	112
Cc1ccc(Cl)cc1NC(=O)c1sc2nc3c(cc2c1N)C(=O)CCC3	90	94	81	76	63	42	44	22	88
CCCC1CC(C(=O)NC(C(C)Cl)C2OC(SC)C(O)C(O)C2O)N(C)C1 (stereo not given)	nt	94	89	105	103	98	102	121	98
CCCc1cc(=O)[nH]c(-n2nc(C)cc2C)n1	43	nt	52	24	70	46	23	48	75
O=C(O)c1cn(C2CC2)c2cc(N3CCN(C(=O)c4ccccc4O)CC3)c(F)cc2c1=O	100	93	105	101	89	83	96	115	102
C=C[C@]1(C)C[C@@H](OC(=O)CSC2CC3CCC(C2)N3C)[C@]2(C)C(C)CCC3(CCC(=O)C32)[C@@H](C)[C@@H]1O (stereo not given in full)	96	66	64	97	107	56	70	103	88
N=c1c2c(-c3ccccc3)c(-c3ccccc3)oc2ncn1NC(=O)c1ccncc1	91	102	98	71	89	94	94	105	94
C#CC(N)=O	100	104	107	106	108	112	107	104	93
Cn1cc(C2=C(c3coc4cc(Br)ccc34)C(=O)NC2=O)c2ccccc21	100	113	96	65	87	54	59	73	75
NS(=O)(=O)c1ccc(Nc2nc(SCc3ccc([N+](=O)[O-])cc3)nc3ccccc23)cc1	87	95	83	89	nt	119	100	99	95
O=C(O)C1CCCCN1c1nc(Cl)nc(Cl)n1 (stereo not given)	nt	105	103	106	99	100	101	108	89
CC(C)N(C(=O)c1ccc([N+](=O)[O-])cc1)C(C)C	106	103	97	101	100	89	102	111	95
O=C(c1cc2ccccc2c(=O)o1)c1cc2ccccc2c(=O)o1	97	99	102	104	101	112	100	nt	100
CCCNC(=O)Oc1ccc(/C(=C(\C)c2ccccc2)c2ccc(OCCN3CCCCC3)cc2)cc1	83	78	71	85	79	79	77	76	89
COc1c(CCCO)cc2c(c1OC)OCO2	101	97	101	111	103	119	107	111	94
O=C(Nc1ccccc1F)Nc1ccccc1Cl	73	102	104	nt	78	104	89	102	83
CCCCc1nc(Cl)c(C2CC(c3cc(OC)c(OC)c(OC)c3)=NN2c2ccc(Cl)cc2)[nH]1 (stereo not given)	97	95	90	100	96	99	94	98	79
Cn1c(=S)sc2nc3ccccc3n2c1=S	104	104	82	86	92	90	102	116	83

Gathered by group: the entries above containing sulfur.
SMILES	OVCAR-4	OVCAR-5	SN12C	IGROV1	NCI-H23	SK-OV-3	NCI/ADR-RES	OVCAR-3	NCI-H226
Cc1ccc(S(=O)(=O)N2C/C(=C\c3c(Cl)cccc3Cl)C(=O)/C(=C/c3c(Cl)cccc3Cl)C2)cc1	85	103	86	104	98	94	91	84	98
O=C(CSc1nnc(-c2cnccn2)n1-c1ccccc1)c1ccccc1	92	103	88	91	99	93	106	98	93
CSC[C@H](NC(=O)COc1cccc2cnccc12)C(=O)NC(Cc1ccccc1)C(O)C(=O)N1CSC[C@H]1C(=O)NC(C)(C)C (stereo not given in full)	nt	92	102	nt	106	115	106	101	105
Cc1cccc2c(=O)c3c(sc12)c(Cl)nc1ccccc13	102	94	94	68	91	nt	99	98	nt
O=C(Sc1ccc(Cl)cc1)c1ccc(Cl)cc1	109&97	120&118	81&73	95&96	99&100	120&117	102&95	113&115	104&85
COc1cc(-c2csc(NC(=O)Nc3cccc(C(F)(F)F)c3)n2)cc(OC)c1OC	30	80	nt	60	28	81	26	38	56
O=C1N=c2ccccc2=C/C1=C\c1sc(=O)[nH]c1O	106&113	102&113	101&101	104&104	98&95	108	104&102	107&99	112
Cc1ccc(Cl)cc1NC(=O)c1sc2nc3c(cc2c1N)C(=O)CCC3	90	94	81	76	63	42	44	22	88
CCCC1CC(C(=O)NC(C(C)Cl)C2OC(SC)C(O)C(O)C2O)N(C)C1 (stereo not given)	nt	94	89	105	103	98	102	121	98
C=C[C@]1(C)C[C@@H](OC(=O)CSC2CC3CCC(C2)N3C)[C@]2(C)C(C)CCC3(CCC(=O)C32)[C@@H](C)[C@@H]1O (stereo not given in full)	96	66	64	97	107	56	70	103	88
NS(=O)(=O)c1ccc(Nc2nc(SCc3ccc([N+](=O)[O-])cc3)nc3ccccc23)cc1	87	95	83	89	nt	119	100	99	95
Cn1c(=S)sc2nc3ccccc3n2c1=S	104	104	82	86	92	90	102	116	83
